NPY2 pot ag = potentiators or agonists of human neuropeptide Y receptor Y2. cells expressing NPY-Y2, potentiator/agonist read-out. hit rate 0.45% among 220,000. activation, % at 3.6 µM. AID 1359; in the data active means activation above about 27%;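 further: cells stimulated with NPY near EC25 plus isoproterenol at EC100; 0% = vehicle plus submaximal agonist and 100% = vehicle plus saturating agonist; some results beyond the cut were filed as inactive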
S1P4 antagonist = human S1P4 receptor antagonism; hit rate 0.26% among 220,000; O95977; S1P4-expressing cells, antagonist mode, reporter read-out; inhibition, % at 4.98 µM; in the data active means inhibition above about 29%;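 further: 0% = wells stimulated with agonist and 100% = vehicle wells without agonist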
Target sequence (O95977 whole entry, looked up): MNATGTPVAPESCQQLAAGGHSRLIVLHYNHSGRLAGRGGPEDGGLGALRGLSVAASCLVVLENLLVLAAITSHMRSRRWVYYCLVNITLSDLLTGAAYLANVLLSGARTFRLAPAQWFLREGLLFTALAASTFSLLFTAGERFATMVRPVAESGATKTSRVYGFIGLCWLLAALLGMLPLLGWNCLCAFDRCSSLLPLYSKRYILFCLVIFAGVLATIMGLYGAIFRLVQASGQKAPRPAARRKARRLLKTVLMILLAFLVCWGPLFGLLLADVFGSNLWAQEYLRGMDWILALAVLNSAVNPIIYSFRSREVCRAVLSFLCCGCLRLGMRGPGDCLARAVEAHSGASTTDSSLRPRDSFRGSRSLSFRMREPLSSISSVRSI
EP2 mod = modulates human prostaglandin E2 receptor EP2 signaling | induction, % at 25 µM | P43116 | EP2-expressing cells, cAMP HTRF FRET, PGE2 co-stimulation | hit rate 0.83% among 260,000;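 active means compounds whose cAMP rise, as percent of the full-agonist control response, exceeds 60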;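 further: rat C6 glioma line stably carrying human EP2 under a CMV promoter; the protocol text gives 20 µM as final concentration; 100% = response of wells given 1 µM PGE2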
S1P4 ag = agonists of human S1P4 receptor. O95977. S1P4-expressing cell line, agonist reporter assay. activation, % at 4.98 µM. hit rate 0.35% among 220,000. AID 1509; in the data active means activation above about 11%;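 further: 0% = DMSO vehicle and 100% = reference agonist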
PGE2 EP2 inh = EP2 receptor (human) inhibition; P43116; C6 glioma cells expressing human EP2, cAMP TR-FRET; cells stimulated with saturating PGE2; inhibition, % at 25 µM; hit rate 0.52% among 260,000; AID 1422;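 active means percent inhibition above 40 after rounding to a whole number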;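 further: rat C6 glioma host cells with rolipram phosphodiesterase inhibitor present; the protocol text gives 20 µM as final concentration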
p97 ATPase inh = inhibitors of human p97 ATPase; inhibition, % at 8 µM; P55072; hit rate 0.42% among 220,000; recombinant p97 ATPase, Kinase-Glo ATP luminescence, 3 h; AID 1481; in the data active means inhibition above about 15%;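 further: 0% = DMSO vehicle and 100% = wells lacking enzyme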
eIF4E-4G inh = inhibitors of eIF4E and eIF4G interaction in translation initiation | P63073+Q04637 | TR-FRET eIF4E-eIF4GI(517-606) binding, 2 h | inhibition, % at 21.7 µM | hit rate 0.37% among 220,000 | AID 782;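 active means inhibition above about 30%, limit read from the data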;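 further: 0% = full FRET control wells and 100% = background wells lacking eIF4GI fragment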
NPY-Y1 PAM-ag = human NPY-Y1 potentiation or agonism, primary screen; P25929; NPY-Y1 expressing cells, potentiator/agonist activation; activation, % at 3.6 µM; hit rate 0.37% among 220,000; in the data active means activation above about 33%, passing the limit was not always enough;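 further: cells stimulated with NPY at EC10 then isoproterenol at EC100; 0% = low agonist plus stimulus and 100% = saturating agonist plus stimulus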
Target sequence (P25929 whole entry, looked up): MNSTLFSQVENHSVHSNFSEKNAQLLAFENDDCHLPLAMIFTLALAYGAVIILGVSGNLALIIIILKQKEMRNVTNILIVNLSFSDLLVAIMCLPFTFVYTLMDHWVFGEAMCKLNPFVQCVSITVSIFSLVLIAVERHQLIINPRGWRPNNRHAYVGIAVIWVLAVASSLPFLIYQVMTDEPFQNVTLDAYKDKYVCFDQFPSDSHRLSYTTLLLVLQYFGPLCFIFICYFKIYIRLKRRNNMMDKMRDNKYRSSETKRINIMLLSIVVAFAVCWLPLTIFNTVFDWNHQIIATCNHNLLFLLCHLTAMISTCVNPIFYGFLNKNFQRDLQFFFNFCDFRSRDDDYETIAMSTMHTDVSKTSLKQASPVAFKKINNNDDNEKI
NPY Y1 blocker = blocks the human neuropeptide Y Y1 receptor; P25929; HEK293-CNG Y1 cells, membrane potential fluorescence; NPY at EC95, then isoproterenol; hit rate 1% among 200,000; inhibition, % at 3.6 µM;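 active means inhibition above the campaign mean inhibition of all tested compounds plus 3 SD, cut at about 20% in these data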;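 further: 0% = DMSO wells given NPY plus isoproterenol and 100% = isoproterenol alone without NPY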
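Material: HEK293 Y1/CNG channel cell line; also added: NPY (25 nM), isoproterenol (1 µM), Ro 20-1724 (25 µM); doses: one concentration, 3.6 µM, in 0.4% DMSO; schedule: compound incubation 1 h at room temperature, readout 45 min post-stimulation; technique: membrane potential fluorescence; measure: fluorescence ratio normalized to % inhibition between controls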
Active calls of the source: *; x = not tested or not shown; & = joins results of further samples; [ ] = another dose, or the depositor's remark. An excerpt (hit frequency here may not be typical).

compound	NPY2 pot ag	S1P4 antagonist	EP2 mod	S1P4 ag	PGE2 EP2 inh	p97 ATPase inh	eIF4E-4G inh	NPY-Y1 PAM-ag	NPY Y1 blocker
O=C(NCc1ccccc1)C1CC(=O)N(c2ccc(OCC(=O)N3CCCC3)cc2)C1 (stereo unspecified)	5	-15	-6	1.9	5	-5	-4	-10	11
O=C(NCc1cccnc1)c1cccc(Cl)c1	-16	-19	13	-0.5	20	-3	5	-10	0
N#Cc1nc(-c2ccco2)oc1NCCc1ccccc1	-14	11	-30	-0.8	8	-4	9[fluorescence artefact?]	13	7
C=CCn1c(-c2ccc3ncccc3c2)n[nH]c1=S	-27	-5	12	1.2	9	0	-2	-14	x
Cc1cc(C)n(/N=C/c2c[nH]c3ccccc23)c(=O)c1	13	-5	3	1.5	5	5	1	-5	2
Cc1ccc(S(=O)(=O)N2CCC(C(=O)NNC(=O)c3cccnc3)CC2)cc1	7	-16	21	-0.9	5	6	-6	8	2
CCc1ccc(NC(=O)c2cc(Br)ccc2Br)cc1	-19	-6	-6	0.6	8	2	0	-12	0
CC12CCC(C(=O)N(c3ccc(Cl)cc3)C1=O)C2(C)C (stereo unspecified)	-3	-16	4	-0.7	6	1	0	-13	5

Random excerpt: 3 entries already listed.
compound	NPY2 pot ag	S1P4 antagonist	EP2 mod	S1P4 ag	PGE2 EP2 inh	p97 ATPase inh	eIF4E-4G inh	NPY-Y1 PAM-ag	NPY Y1 blocker
CCc1ccc(NC(=O)c2cc(Br)ccc2Br)cc1	-19	-6	-6	0.6	8	2	0	-12	0
O=C(NCc1ccccc1)C1CC(=O)N(c2ccc(OCC(=O)N3CCCC3)cc2)C1 (stereo unspecified)	5	-15	-6	1.9	5	-5	-4	-10	11
C=CCn1c(-c2ccc3ncccc3c2)n[nH]c1=S	-27	-5	12	1.2	9	0	-2	-14	x

Next structures follow.
compound	NPY2 pot ag	S1P4 antagonist	EP2 mod	S1P4 ag	PGE2 EP2 inh	p97 ATPase inh	eIF4E-4G inh	NPY-Y1 PAM-ag	NPY Y1 blocker
O=C(C1CCCO1)N1CCN(C(=S)Nc2ccccc2F)CC1 (stereo unspecified)	3	-12	-20	-1.0	5	2	2[fluorescence artefact?]	-4	4
CCOc1c(Cl)cnn(-c2ccc(C)cc2)c1=O	4	-5	-2	0.5	9	1	-2[fluorescence artefact?]	29	0
O=C(NCc1ccc(Cl)cc1)C(=O)c1c[nH]c2ccccc12	10	-15	-66	2.1	15	-2	-1	3	-4
O=c1c(-c2ccc3c(c2)OCCO3)coc2cc(O)cc(O)c12	6	0	-19	-3.0	5	10	5	-1	-11
CC(C)=C(NC(=O)c1ccccc1)C(=O)N/N=C/c1ccc(O)cc1	15	5	-11	1.7	5	3	-1	-4	4
O=C1CN(C(=O)CSc2nnc(Nc3ccccc3)s2)c2ccccc2N1	11	-13	-18	-0.9	7	-4	-2	5	-3
COc1cccc(C(CC(=O)NCC2CCCO2)NS(=O)(=O)c2ccc(C)cc2)c1OC (stereo unspecified)	9	2	20	-1.1	5	0	1[fluorescence artefact?]	-16	7
CC(=NCCN1CCN(C(=S)Nc2ccccc2)CC1)C1=C(O)CC(C)(C)CC1=O	-3	10	11	-1.8	6	0	3[fluorescence artefact?]	4	-1
CC(C)NC(=O)c1onc(CSc2cccc(Cl)c2)c1C(=O)O	-24	10	12	-3.2	6	0	0[fluorescence artefact?]	-21	14
Cc1ccc(-n2c(C)nc3ncnc(-c4ccccc4)c32)cc1	-1	-9	20	3.3	7	3	2[fluorescence artefact?]	-21	-3
CCOC(=O)C1=C(c2ccccc2)NC(=O)NC1c1ccc(OC)cc1 (stereo unspecified)	-15	-6	6	-1.2	4	-8	-2	-5	0
C/C(Cl)=C\CNC(C)c1ccccc1 (stereo unspecified)	-1	-20	14	0.2	13	0	-4	4	-3
COc1ccc(CNc2cc([N+](=O)[O-])ccc2OC)cc1	-3	4	2	-2.0	7	-2	0[fluorescence artefact?]	10	5
O=C(N/N=C(\CC(=O)c1cccs1)C(F)(F)F)c1ccncc1	-1	3	-18	-0.4	1	-5	2	5	x
Cc1cc(C)cc(NC(=O)NN2C(C)CCCC2C)c1 (stereo unspecified)	-5	11	-16	-0.2	16	-4	-5	10	0
Cc1ccc(C)c(SCc2noc(C(=O)NCC3CCCO3)c2C(=O)O)c1 (stereo unspecified)	-20	20	11	-2.7	9	0	-1[fluorescence artefact?]	-26	21*
Cc1ccc(C(C)C)c(OCCN2C(=O)NC(C)(C)C2=O)c1	3	-4	41	0.8	7	1	4[fluorescence artefact?]	0	-1
COc1ccc(C)cc1NS(=O)(=O)c1cn(C)c(=O)n(C)c1=O	-5	-18	-7	-0.3	8	-8	-5	-11	0
CC1CCN(C(=O)Cn2cc(C(=O)C3CC3)c3ccccc32)CC1	-5	-11	-62&-19	-2.5	12&16	-6	1	-11	2
Cc1ccc(C(=O)NCC(=O)OCC(=O)c2cc(C)n(Cc3ccco3)c2C)cc1	4	-11	31	1.2	11	-7	-1[fluorescence artefact?]	1	1
O=C(c1cc(-c2ccco2)nc2ccccc12)N1CCN(c2ccc(F)cc2)CC1	-25	-11	-7	0.8	5	-1	-2[fluorescence artefact?]	-46	9
COc1ccc(N2C(=O)c3ccccc3NC2c2cccnc2)cc1 (stereo unspecified)	0	4	20	3.2	7	5	-1	-3	2
Cc1ccc(S(=O)(=O)c2nc(C)oc2N2CCOCC2)cc1	6	-23	13	0.8	2	7	2	12	0
COc1ccccc1N/N=C/c1ccc2c(c1)OCO2	-11	-11	6	-0.6	8	-1	4	-13	3
Cc1ccc(NC(=O)CCSc2nnc(Cc3ccccc3)o2)cc1	-12	-16	-32	0.1	0	2	0	-17	8
O=C(NCc1nnc(SCC(=O)N2CCOCC2)o1)c1ccccc1F	-1	-6	6	0.4	4	1	-2	-5	-2
Cc1cc(SCC(=O)c2cccs2)n2nc(C)c(-c3ccccc3)c2n1	8	-15	-23	4.4	9	2	-2	-8	-1
COc1ccc(CC(=O)Nc2ccc(OC(C)=O)cc2C(=O)O)cc1	-10	-6	-8	0.2	5	5	3	-15	6
O=C(Nc1ccc(-c2nc3ncccc3o2)cc1)c1ccc(Br)o1	7	-9	-33	-0.9	23	7	-21	14	-1
C[C@H]1COc2c(C3(N)CC3)c(F)cc3c(=O)c(C(=O)O)cn1c23	55	-7	x	-1.2	15	6	1	41	-1
CCOC(=O)C1CCCN(CC(=O)Nc2c(C(=O)OC)[nH]c3ccc(C)cc23)C1 (stereo unspecified)	4	-4	-41	-1.0	13	1	-15	4	5
Cn1c(CSCc2ccccc2)nnc1SCC(=O)Nc1ccc(C(=O)O)cc1	2	3	25	1.6	5	3	1	-2	-5
CCc1nc2n(n1)C(O)c1cc([N+](=O)[O-])ccc1S2 (stereo unspecified)	-21	-11	1	1.1	8	2	1	5	x
CCN(c1ccccc1)c1ncnc2c1cnn2-c1ccccc1	-11	-13	1	-3.8	7	2	5	-4	2
FC(F)(F)c1ccc(-n2cn[nH]c2=S)cc1	-12	-14	14	-0.6	7	3	-2	5	x
O=C(CN1C(=O)c2ccccc2C1=O)NCC(=O)OCC(=O)c1cccc([N+](=O)[O-])c1	7	-7	38	-1.4	-2	5	4	11	4
COc1cc(Cl)c(S(=O)(=O)NCCCN2CCOCC2)cc1Cl	7	4	26	2.5	4	1	-10	-1	0
Cc1ccc(Cn2nc(C)c3cc(C(=O)OCC(N)=O)sc32)cc1	-22	-14	5	1.4	11	-5	-2	-36	11
COc1ccc(OC)c(S(=O)(=O)N2C(C)CCCC2C)c1 (stereo unspecified)	12	-19	13	0.6	8	0	2	5	0
CC(C)Nc1nc(NC(C)C)nc(N(C#N)CCOc2ccc(Cl)cc2Cl)n1	-9	17	23	-0.3	-1	-5	-2	-51	6
Brc1ccc2nc(CSc3ncn[nH]3)cn2c1	-6	6	10	0.5	10	2	2[fluorescence artefact?]	-3	4
CCN(CC)CCCNC(=O)C1CCCN(c2nnc(N3CCCC3=O)s2)C1 (stereo unspecified)	5	-76	7	-2.1	7	2	-2	-33	2
O=C(O)c1ccc(/C=N/Nc2nc3ccccc3[nH]2)cc1	-4	-9	1	0.3	16	2	0	6	x
CC1CN(C(=S)NC(=O)c2ccco2)CC(C)O1 (stereo unspecified)	18	-16	23	1.3	2	2	21[fluorescence artefact?]	17	3
O=C1CC(SCCc2nc3ccccc3[nH]2)C(=O)N1c1ccc(F)cc1 (stereo unspecified)	-10	-7	-12	-1.9	13	-4	2[fluorescence artefact?]	-11	-5
COc1cccc(/C=N/Nc2nc(N3CCCC3)nc(N3CCCC3)n2)c1O	-2	-7	-1	0.2	12	2	7	0	-2
O=C(c1cccnc1)N1CCc2ccccc2C1	3	19	4	-0.9	6	7	-4	1	-1
Cc1[nH]n(-c2ccccc2)c(=O)c1-c1ccccc1	-4	1	5	-1.7	16	11	5	-2	-1
N#CCCC12CCCCC1=Nc1ccccc12 (stereo unspecified)	-5	-9	11	-1.5	7	-4	-3	-2	-6
COC(=O)c1cc(NC2c3ncccc3C(=O)N2Cc2ccccc2)cc(C(=O)OC)c1 (stereo unspecified)	-15	-12	14	0.3	2	-3	4	-9	4
CCCCOc1ccc(Cc2n[nH]c(=S)n2N)cc1	-3	-22	19	1.1	7	1	0	-2	5
O=S(=O)(Nc1cccc2ccccc12)c1ccccc1	-27	13	15	-1.0	11	9	0	-9	x
Cc1cc(NC(=O)CSc2nnnn2Cc2ccccc2)no1	-1	-15	19	-0.1	11	-4	0	-15	3
CCOC(=O)c1[nH]c(C)c(C(=O)C(C)C)c1C	-3	-8	1	3.1	6	2	1	7	0
O=C(/C=C/Nc1cccc(F)c1)c1ccco1	5	9	2	-0.5	12	-1	-1	4	-2
CCC(=O)N1N=C(c2ccc(C)o2)CC1c1ccc(Br)cc1 (stereo unspecified)	8	-1	46	1.3	2	-4	2	2	11

(continued)
compound	NPY2 pot ag	S1P4 antagonist	EP2 mod	S1P4 ag	PGE2 EP2 inh	p97 ATPase inh	eIF4E-4G inh	NPY-Y1 PAM-ag	NPY Y1 blocker
CCc1cccc(NS(=O)(=O)c2ccc3c(c2)CCC(=O)N3)c1	-7	11	-71	-1.3	5	0	1	-14	2
COC(=O)c1c(NC(C)=O)sc(C)c1C	14	0	24	3.0	6	1	-4	3	6
Cc1ccc2nc(NCc3ccccc3)[nH]c2c1	-6	-4	-24	3.1	10	-4	7	-4	15
C=CCOc1c(CNC2CCCC2)cc(Cl)cc1OC	16	6	-8	3.4	5	6	1	1	12
Cc1ccc(Nc2nnc(SCC(=O)Nc3ncc(C(F)(F)F)cc3Cl)s2)cc1	-1	-13	14	0.4	6	1	-3	-3	0
Cc1nc(C)c(CC(=O)N2CCc3c([nH]c4ccccc34)C2c2ccccn2)s1 (stereo unspecified)	-4	-6	-14	0.1	5	7	0	-1	-2
Cc1cccc(Nc2ncccc2C(=O)NCc2cccs2)c1C	0	0	-9	1.7	13	1	-2[fluorescence artefact?]	3	2
CCc1c(C(=O)Nc2ccc(OC)c(Cl)c2)[nH]c(C)c1C(C)=O	1	-13	-4	0.4	5	-10	-1	-3	-2
Cc1c(C(=O)N2CCCCC2)nnn1-c1nonc1N	2	0	17	2.5	15	3	-5[fluorescence artefact?]	8	0
COc1ccc([N+](=O)[O-])cc1NS(=O)(=O)c1ccccc1	6	-22	-21	0.1	11	5	1	11	2
